# All columns: NCI-60 one-dose screen, growth in % after 48 h at 10 µM unless noted; 100 = growth as untreated, 0 = no growth, -100 = all killed.
# HOP-62: HOP-62 NSCLC; actives 3.9% (n = 80,000)
# HOP-92: HOP-92 NSCLC cells; actives 6.3% (n = 71,000); AID 1794738
# SR: SR leukemia cells. actives 8.7% (n = 73,000). AID 1794780
# EKVX: EKVX NSCLC; actives 3% (n = 71,000); AID 1794765
# RPMI-8226: RPMI-8226 leukemia cells; actives 7.5% (n = 77,000); AID 1794781
# MOLT-4: MOLT-4 leukemia cells | AID 1794779 | actives 6.9% (n = 80,000)
# CCRF-CEM: CCRF-CEM leukemia | AID 1794778 | actives 7% (n = 77,000)
# K-562: K-562 leukemia; actives 7.4% (n = 78,000); AID 1794777
# An asterisk follows results filed as active; nt = not tested or not shown; & = joins results of further samples. Rule for the calls: active = growth percent below 10; inactive = the rest. Rows were taken by chance; any-hit rate near 13%.
SMILES,HOP-62,HOP-92,SR,EKVX,RPMI-8226,MOLT-4,CCRF-CEM,K-562
Cc1cc(Br)cc(Br)c1O,102,nt,94,108,118,96,111,109
COc1ccc(N=Cc2c(-c3ccc(S(C)(=O)=O)cc3)nc3ccccn23)cc1,101,100,92,101,97,93,87,71
COC(=O)CCCCCCCC=O,107,80,78,nt,94,88,nt,91
CC(=O)Nc1cc(C)ccc1O,102,86,96,nt,95,89,nt,98
CC(=O)Nc1ccc2c(c1)C(C)c1ccccc1-2 (stereo unspecified),99,89,74,nt,91,83,83,85
COC(=O)/C=C1/SC(=NCc2ccccc2)N(CCc2c[nH]c3ccccc23)C1=O,102,75,30,88,52,3.3*,30,49
C=C1[C@@H](O)CC[C@@H]2[C@@](C)(CCc3ccoc3)[C@H](C)CC[C@@]12C,97,72,103,106,101,97,78,101
O=P(O)(O)c1cc(-c2ccccc2)oc1-c1ccccc1,94,86,nt,103,98,nt,41,110
CN1CCN(C(=O)CNc2nnc(-c3cccnc3SCc3ccccc3)s2)CC1,103,nt,87,93,94,92,98,94
CC(=O)c1c(C)[nH]c(-c2nc3ccc(N4CCN(C)CC4)cc3[nH]2)c1C,60,110,46,68,35,69,74,70
CCOC(=O)C1=C(C)NC(=O)NC1c1ccc(OCc2cn(-c3ccc(C(C)=O)cc3)nn2)c(OC)c1 (stereo unspecified),99,94,nt,106,112,99,101,nt
CCOC(=O)CC1=CSC2=NC3C(NN12)N(C)C(=O)N3C (stereo unspecified),107,95,nt,108,101,nt,115,nt
COc1cccc(C2(Cc3cccc(Cl)c3)C(=O)Nc3cc(Cl)ccc32)c1 (stereo unspecified),108,75,68,83,80,58,72,nt
CCOC(=O)CNP(=O)(OC[C@@H](Cc1ccccc1)NC(=O)c1cc2ccccc2s1)Oc1ccccc1 (stereo partly specified),85,69,24,81,80,55,87,19
Cc1cc2nc3c4ccccc4n(CC(=O)O)c3nc2cc1C,81,115,104,92,100,116,113,105
O=C(O)c1cccc2ccccc12,106,71,100,119,87,94,97,97
CCOC(=O)c1cc(C(=O)c2ccccc2)n2ccc(-c3ccn4c(C(=O)c5ccccc5)cc(C(=O)OCC)c4c3)cc12,111,90,107,101,98,95,92,nt
O=C(O)c1cn(C2CC2)c2cc(N3CCN(C(=O)c4ccc(Br)cc4)CC3)c(F)cc2c1=O,98,84,95,97,nt,94,97,96
COc1cc(C=O)ccc1OCCOc1ccc(/C=N/NC(=O)Cn2c(C(C)C)nc3ccccc32)cc1OC,102,94,98,103,98,98,100,74
COc1c(B(O)O)cccc1-c1nc2ccc3[nH]ncc3c2c2c1C1CCC2C1 (stereo unspecified),66,108,nt,101,40,53,20,56
Nc1cccc2cc(S(=O)(=O)O)ccc12,100,85,nt,101,99,119,112,106
O=C(c1ccccc1)C(Cc1ccccc1)N1CCCCC1 (stereo unspecified),92&104,103&85,110&92,99&105,107&92,104&92,101,102&114
CSS[C@@H]1O[C@]23OC[C@H](O)[C@H]2OC(=O)[C@]3(O)[C@H]1C,103,89,103,103,100,99,100,93
CCN(CC)CCCNCCN(CC)CC,103,108,nt,nt,107,105,nt,104
CCOC(=O)c1nnn(-c2nonc2N)c1-c1cc(OC)c(OC)c(OC)c1,104,nt,97,112,101,97,98,107

# An excerpt of these results, with tabs:
SMILES	HOP-62	HOP-92	SR	EKVX	RPMI-8226	MOLT-4	CCRF-CEM	K-562
CCOC(=O)CC1=CSC2=NC3C(NN12)N(C)C(=O)N3C (stereo unspecified)	107	95	nt	108	101	nt	115	nt
O=C(O)c1cccc2ccccc12	106	71	100	119	87	94	97	97

# New compounds follow:
SMILES,HOP-62,HOP-92,SR,EKVX,RPMI-8226,MOLT-4,CCRF-CEM,K-562
COc1ccc(CC(C)=C(c2ccc(O)cc2)c2ccc(O)cc2)cc1,93,102,97,103,107,92,131,100
O=C(N=Nc1c(O)[nH]c2ccccc12)Nc1ccc(Cl)cc1,99,80,79,87,56,87,-8.9*,81
COC1=CC(c2ccc[nH]2)=N/C1=C\c1[nH]c(C)c(C(=O)CCC(=O)NCCSSCCNC(=O)CC[C@H](NC(=O)c2ccc(NCc3cnc4nc(N)[nH]c(=O)c4n3)cc2)C(=O)O)c1C,99,116,112,102,112,110,97,118
COC(=O)c1ccc(Cn2c(-c3ccccc3)cc(-c3ccccc3)c(C#N)c2=O)cc1,103,nt,79,96,96,86,89,87
O=C(O)c1ccccc1,105&106&110,87,104&94&124,122&100,103&104,99&104&107,100&90,105&106
CC1(C)CC2=NOS3=C2C(=NO3)C1c1ccccn1 (stereo unspecified),98,102,110,92,100,109,107,102
O=C1CC2C=CCN2C=C1NC(=O)c1cccs1 (stereo unspecified),109,100,101,94,113,95,108,86
CCCCC1COc2cccc3c2N1C=C/C3=C\C(=O)N(C)c1ccc(OC)cc1 (stereo unspecified),108,96,99,103,99,91,110,95
Nc1nc(-c2ccc3ccccc3c2)nn1-c1nc2ccccc2s1,95,98,100,97,99,102,100,99
COc1ccc(C(CC(=O)c2ccccc2)Sc2ccccc2N)cc1OC (stereo unspecified),103,nt,nt,nt,71,78,nt,81
COc1c2c(cc3c1C(=O)N[C@@H]1[C@@H](O)[C@@H](O)[C@H](O)C[C@@H]31)OCCO2,100,92,92,98,102,100,105,96
CN(Cc1ccccc1)c1nc(Cl)c(C2CC(c3ccc(Cl)cc3)=NN2c2cc(Cl)cc(Cl)c2)s1 (stereo unspecified),92,92,109,94,81,110,95,87
CCCCCCCCOC(=O)c1cccnc1,88,79,nt,95,101,114,102,114
O=c1c2cc(F)ccc2sc2c(N3CCCC3)nc3ccccc3c12,105,94,83,96,nt,102,103,104
Cc1cc2ccccc2[nH]1,97,68,86,109,91,101,94,106
CC1=CC(c2ccc(C)cc2)N2C(C)=CSC2=N1 (stereo unspecified),93,105,99,nt,103,87,97,101
COC(=S)SCC(=O)c1ccc(Br)cc1,77,nt,67,116,87,71,83,76
O=C(Nc1ccc(-n2cc(-c3ccncc3)c(-c3ccc(Cl)c(O)c3)n2)cc1)N1CCOCC1,96,91,nt,102,106,nt,112,90
CC1(C)CC[C@]2(C(=O)O)CC[C@]3(C)C(=CCC4[C@@]5(C)C[C@@H](O)[C@@H]6OC(c7ccccc7Cl)OC[C@@]6(C)C5CC[C@]43C)C2C1 (stereo partly specified),58,41,55,40,44,33,35,34
CC1(c2ccccc2O)NNC(=NCC(=O)c2ccccc2)N1C(Cc1c[nH]c2ccccc12)C(=O)O (stereo unspecified),44,67,78,76,66,68,57,78
CC(=O)c1ccccc1OC(=O)c1ccccc1,91,87,96,103,101,104,125,114
COc1cc(C2=NN(c3ccc(S(N)(=O)=O)cc3)C(c3ccc(Cl)cc3)C2)cc(OC)c1OC (stereo unspecified),61,23,17,nt,-5.0*,17,21,19
Cc1ccc(-c2nc3ccc(C(=O)N=Nc4c(O)[nH]c5ccc([N+](=O)[O-])cc45)cc3[nH]2)cc1,89,44,nt,101,104,nt,61,nt
NC(=N\N=C/c1ccc(Cl)cc1Cl)/C(N)=N\N=C/c1ccc(Cl)cc1Cl,83,44,51,77,62,97,3.2*,81
CCC(N)CCC(=O)O (stereo unspecified),109,nt,86,96,106,102,106,98

# More entries follow.
SMILES,HOP-62,HOP-92,SR,EKVX,RPMI-8226,MOLT-4,CCRF-CEM,K-562
NC(N)=NS(=O)(=O)c1ccc(NC2=C(I)C(=O)c3ncccc3C2=O)cc1,111,115,104,105,104,103,107,94
O=[N+]([O-])/C(=C\c1ccco1)c1ccccc1Cl,76,33,55,83,86,74,60,68
O=C1NC(=O)/C(=C/c2cn(-c3ccccc3)nc2-c2ccccc2)S1,85&93,77,82&86,57&93,41&52,72&107,60&94,71&83
OCCn1cc(-c2nc3ccc4[nH]ncc4c3c3c2CCCC3)cn1,58,52,-3.5*,33,31,31,48,21
COc1cc(CNC(=O)Cc2ccccc2)ccc1OCC(=O)NO,94,96,95,93,104,94,103,113
CCCCOC(=O)CSC#N,100,84,nt,nt,106,nt,103,108
Nc1ncc(-c2ccc(C(=O)O)cc2)nc1-c1ccc(C(F)(F)F)cc1,107,92,85,109,95,98,99,97
Cc1ccc(-c2cc(Cc3c(Cl)cccc3Cl)c(=O)n(Cn3cnc4c(N)ncnc43)n2)cc1C,100,nt,83,113,100,93,96,109
CC(=O)C(N=Nc1ccc(S(=O)(=O)Nc2ccccn2)cc1)C(=O)Nc1ccc(Cl)cc1 (stereo unspecified),90,nt,nt,nt,99,87,85,nt
COc1ccc(CCN2CCCN3C2=Nc2ccccc2S3(=O)=O)cc1,52,nt,25,45,30,25,19,16
Nc1ncc(-c2ccc3ncnc(Nc4cccc(Cl)c4)c3c2)cn1,38,12,34,1.8*,45,22,40,58
Cc1c[n+]([O-])ccc1Br,96,116,99,nt,110,99,104,105
C[C@H]1CN(C(=O)c2ccc3c(NNC(=O)c4ccncn4)nc4cc(F)c(F)cc4n23)CCN1,19,65,nt,16,24,nt,11,nt
O=c1nc(Nc2cc(Cl)ccc2O)sc2ccccc12,51,52,nt,78,41,nt,35,nt
O=C(N/N=C/c1ccccc1O)C(O)c1ccccc1 (stereo unspecified),82,97,93,96,nt,98,55,98
CC(=O)c1ccc(NC(=O)CSc2nc(-c3ccccc3Cl)ns2)cc1,90,51,78,nt,77,84,90,79
C=CCNc1nc(O)c(/C=C2\C=Nc3ncccc32)s1,-11*,-1.9*,-9.5*,30,43,5.8*,7.1*,42
Cc1cc2nc(N)c3c4ccccc4cn3c2cc1C,91,nt,nt,69,92,85,94,nt
COc1ccc(-c2ccnc3c(C#N)c(SC)nn23)cc1,78,91,48,77,93,94,87,25
COc1cc(-c2ccccc2)c(-c2nc(-c3ccccc3)c(-c3ccccc3)n2CC(C)C)cc1OC,90,39,46,72,54,58,79,54
N=C(N)Sc1n[nH]c(=O)[nH]c1=O,110,nt,113,nt,108,116,94,111
C[N+]1(CCCCCCCCCC[N+]2(C)CCCCCC2)CCCCCC1,114,88,102,126,nt,106,100,96
O=C(CNCc1ccccc1)Nc1ccc(-c2nc3ccccc3s2)cc1,107,85,79,nt,90,88,91,88
CSC(=N\N=C\c1ccc(Cl)cc1)/N=C/N(C)C,113,nt,87,nt,98,nt,nt,110
Cc1cc(N2CCOCC2)nc(N2CCN(CC(=O)Nc3ccc4c(ccn4Cc4ccccc4)c3)CC2)n1,75,51,82,81,79,72,84,51

# The results go on.
SMILES,HOP-62,HOP-92,SR,EKVX,RPMI-8226,MOLT-4,CCRF-CEM,K-562
O=C(O)c1ccc(NC2(C(=O)O)CCCC2)cc1,111,nt,95,115,nt,97,96,97
CC/C(=C\c1ccc(O)c(O)c1)C(=O)NC(Cc1ccccc1)C(=O)C(=O)NCc1ccccc1 (stereo unspecified),104,88,102,92,94,84,82,101
Cn1cc(-c2ccc3nc(-c4ccc(CC(=O)ONc5cc(C(C)(C)C)on5)cc4)cnc3c2)cn1,37,30,16,39,45,12,39,10
CC1=C(C(=O)c2ccccc2)C(c2ccc3c(c2)OCO3)NC(=O)N1 (stereo unspecified),99,92,101,95,100,103,99,93
NCC(=O)Nc1ccc(O)c(C(=O)O)c1,97,nt,94,98,100,90,98,nt
CC(C)(C)c1cc(NC(=O)Nc2ccc(-c3cn4c5c(sc4n3)CCc3c[nH]cc3-5)cc2)no1,-28*,24,2.1*,33,-19*,-11*,15,1.0*

# In the list so far, 15 contain an aryl methoxy group.
SMILES,HOP-62,HOP-92,SR,EKVX,RPMI-8226,MOLT-4,CCRF-CEM,K-562
COc1ccc(N=Cc2c(-c3ccc(S(C)(=O)=O)cc3)nc3ccccn23)cc1,101,100,92,101,97,93,87,71
CCOC(=O)C1=C(C)NC(=O)NC1c1ccc(OCc2cn(-c3ccc(C(C)=O)cc3)nn2)c(OC)c1 (stereo unspecified),99,94,nt,106,112,99,101,nt
COc1cccc(C2(Cc3cccc(Cl)c3)C(=O)Nc3cc(Cl)ccc32)c1 (stereo unspecified),108,75,68,83,80,58,72,nt
COc1cc(C=O)ccc1OCCOc1ccc(/C=N/NC(=O)Cn2c(C(C)C)nc3ccccc32)cc1OC,102,94,98,103,98,98,100,74
COc1c(B(O)O)cccc1-c1nc2ccc3[nH]ncc3c2c2c1C1CCC2C1 (stereo unspecified),66,108,nt,101,40,53,20,56
CCOC(=O)c1nnn(-c2nonc2N)c1-c1cc(OC)c(OC)c(OC)c1,104,nt,97,112,101,97,98,107
COc1ccc(CC(C)=C(c2ccc(O)cc2)c2ccc(O)cc2)cc1,93,102,97,103,107,92,131,100
CCCCC1COc2cccc3c2N1C=C/C3=C\C(=O)N(C)c1ccc(OC)cc1 (stereo unspecified),108,96,99,103,99,91,110,95
COc1ccc(C(CC(=O)c2ccccc2)Sc2ccccc2N)cc1OC (stereo unspecified),103,nt,nt,nt,71,78,nt,81
COc1c2c(cc3c1C(=O)N[C@@H]1[C@@H](O)[C@@H](O)[C@H](O)C[C@@H]31)OCCO2,100,92,92,98,102,100,105,96
COc1cc(C2=NN(c3ccc(S(N)(=O)=O)cc3)C(c3ccc(Cl)cc3)C2)cc(OC)c1OC (stereo unspecified),61,23,17,nt,-5.0*,17,21,19
COc1cc(CNC(=O)Cc2ccccc2)ccc1OCC(=O)NO,94,96,95,93,104,94,103,113
COc1ccc(CCN2CCCN3C2=Nc2ccccc2S3(=O)=O)cc1,52,nt,25,45,30,25,19,16
COc1ccc(-c2ccnc3c(C#N)c(SC)nn23)cc1,78,91,48,77,93,94,87,25
COc1cc(-c2ccccc2)c(-c2nc(-c3ccccc3)c(-c3ccccc3)n2CC(C)C)cc1OC,90,39,46,72,54,58,79,54
